HCV inhibitor: blocks hepatitis C virus. Huh7.5.1 HCVcc-Cre infection, luciferase reporter, 44 h. Potency, µM (series often up to 41.8 µM), inactives show top-dose activity change, negative = inhibition, actives largely listed as inhibitors. 340,000 tested, 3.4% active. AID 651820; also: potency is read from the fitted curve at half-maximal effect
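A cell-based infection assay in which seeded cells (1,000 per well) receive test compound after 4 h, are inoculated with HCVcc-Cre at approximately 0.5 moi, and are incubated 44 h before luminescence detection.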
Sm TGR inh: blocks Schistosoma mansoni thioredoxin glutathione reductase. Q962Y6. purified TGR, DTNB reduction, TNB absorbance 405 nm. Potency, µM (highest dose often 114 µM), inactives show at the top dose activity change, negative = inhibition, usual class: inhibitors. 360,000 tested, 3% active. AID 485364; also: potency is read from the fitted curve at half-maximal effect; nearly all actives have a fitted effect of over 60% in size
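TGR 20 nM + NADPH 100 uM (dispensed conc.), cpd preinc 15 min RT; start with NADPH (500 uM addition) then DTNB (15 mM addition). Kinetic TNB absorbance, 405 nm filter. Four-parameter Hill fit across titration.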
FBPA Giardia inh: blocks Giardia fructose-bisphosphate aldolase activity; Potency, µM (highest dose often 59.6 µM), without a hit: top-dose activity, negative = inhibition, hits mostly inhibitors; 290,000 tested, 0.71% active; purified Giardia FBPA; AID 2451; also: potency is read from the fitted curve at half-maximal effect; nearly all actives have a fitted effect of over 55% in size
Target sequence (A8B2U2 whole entry, looked up): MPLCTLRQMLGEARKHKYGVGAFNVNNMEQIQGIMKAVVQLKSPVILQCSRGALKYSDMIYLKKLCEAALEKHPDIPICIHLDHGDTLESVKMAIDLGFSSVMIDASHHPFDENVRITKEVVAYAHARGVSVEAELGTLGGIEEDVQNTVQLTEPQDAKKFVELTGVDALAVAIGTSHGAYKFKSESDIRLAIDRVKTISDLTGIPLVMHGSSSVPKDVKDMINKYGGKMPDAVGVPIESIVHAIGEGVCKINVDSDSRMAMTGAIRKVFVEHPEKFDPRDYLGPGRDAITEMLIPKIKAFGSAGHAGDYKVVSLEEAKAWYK
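40 nM FBPA preincubated 10 min at RT with compound (up to 57.5 uM final), then substrate plus GAPDH/TPI/NAD/arsenate coupling and diaphorase/resazurin added. Fluorescence read after 20 min at RT, 525/598 nm.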
HCMV inh: inhibitors of human cytomegalovirus | HFF cells, HCMV-luciferase reporter, 72 h; hits give low values | activity change, negative = inhibition, % at 57.5 µM | 410,000 tested, 4.5% active; in the data active = activity change below about -60%; inconclusive = no clear call, values can overlap the other calls; inactive = above about -39%
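Luciferase read-out from HCMV-luciferase-infected HFFs (MOI 1 PFU/cell) 72 h post infection at 37C; compounds added after 16 h cell attachment; activity normalized between buffer-only basal and Salinomycin (10uM) inhibitor controls.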
AmpC inh detg: blocks E. coli AmpC beta-lactamase in detergent assay | Potency, µM (series often up to 114 µM), without a hit: at the top dose activity change, negative = inhibition, usual class: inhibitors | 370,000 tested, 0.041% active | AmpC hydrolysis of nitrocefin, absorbance 480 nm, 0.01% Triton;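 also: potency is read from the fitted curve at half-maximal effect; 0% = no-compound wells and -100% = no-enzyme wells; nearly all actives have a fitted effect of over 25% in size; some results filed as inactive show a strong effect at the top dose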
Target sequence (P00811 whole entry, looked up): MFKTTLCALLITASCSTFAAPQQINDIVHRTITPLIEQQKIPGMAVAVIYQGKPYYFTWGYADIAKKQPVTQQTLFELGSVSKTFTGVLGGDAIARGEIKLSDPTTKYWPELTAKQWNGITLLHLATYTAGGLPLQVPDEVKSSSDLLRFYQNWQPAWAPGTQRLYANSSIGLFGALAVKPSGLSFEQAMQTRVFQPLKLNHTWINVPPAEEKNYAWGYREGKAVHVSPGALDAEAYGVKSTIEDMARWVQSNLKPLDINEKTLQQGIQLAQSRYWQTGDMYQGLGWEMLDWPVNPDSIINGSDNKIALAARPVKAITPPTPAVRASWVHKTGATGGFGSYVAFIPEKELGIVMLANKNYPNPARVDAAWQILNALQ
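20 mM phosphate pH 7.0 + 0.01% (detergent screen) or 0.0001% Triton X-100; 5.3 nM AmpC reagent; cpd preinc 15 min RT; nitrocefin (800 uM stock) to start; A480 q20 s × 4 min; Activity was normalised to no-enzyme and no-compound control wells.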
AmpC inh no detg: AmpC beta-lactamase inhibition without detergent | AmpC nitrocefin hydrolysis, absorbance 480 nm, 0.0001% Triton | Potency, µM (doses to about 57.1 µM), for the others: top-dose activity change, negative = inhibition, usual class: inhibitors | 330,000 tested, 0.52% active | P00811 | AID 485341;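 also: potency is read from the fitted curve at half-maximal effect; plate controls were no compound for no effect and no enzyme for full effect; nearly all actives have a fitted effect of over 20% in size; some results filed as inactive show a strong effect at the top dose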
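AmpC (5.3 nM in the dispensed reagent) in 20 mM phosphate pH 7.0 with 0.01% (detergent screen) or 0.0001% Triton X-100 was preincubated with compounds for 15 min at room temperature. Nitrocefin was then added from an 800 uM solution, and hydrolysis was followed at 480 nm.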
* marks the source's active call; other numbers are inactive results; u = inconclusive; x = no result given; & = joins results of further samples; ! = not active in a repeat; [ ] = remark or other dose. Unless noted, calls follow the shape of the dose curve; as a rule, active = well fitted curve in the direction sought with a large enough effect; inconclusive = small, poorly fitted or top-dose-only effect, or another doubt; inactive = no such curve, though single readings can be large; an effect the other way counts as inactive or inconclusive. Unless noted, % is scaled to controls: 0 for no effect and ±100 for the full control effect.

SMILES | HCV inhibitor | Sm TGR inh | FBPA Giardia inh | HCMV inh | AmpC inh detg | AmpC inh no detg
O=C(CSc1nc(-c2ccc(F)cc2)[nH]c1-c1ccc(F)cc1)Nc1ccc2c(c1)OCCO2 | x | 1% | x | -75* | 2% | x
O=C(C(Sc1ccccc1)c1ccccc1)N1CCOCC1 (centres undefined) | 18% | 8% | 2% | -27 | -1% | -4%
Cc1cc(C)n(-c2ccc(C(=O)OCC(=O)Nc3cc(S(C)(=O)=O)ccc3Cl)cc2)n1 | 8% | -2% | x | -8 | -10% | 5%
Cc1nnc(SCC(=O)c2ccccc2)n1Cc1ccccc1 | -21% | 0% | 1% | 33 | 6% | 17%
O=C1c2ccc(-c3ccc(Cl)c(C(F)(F)F)c3)cc2S(=O)(=O)c2cccc(C(=O)N3CCN(c4ccc(Cl)cn4)CC3)c21 | -3% | x | x | 45 | x | -49%
Cc1ccccc1OCC(=O)Nc1nnc(C2CCCC2)s1 | 4% | 8% | x | 0 | 3% | -19%
COc1ccc(-c2nn(-c3ccccc3C)cc2CNC(C)c2cn(C)nc2C)cc1F (centres undefined) | -2% | 4%[57.1 µM] | 0% | u | 1% | 46%
CCn1cc(C(=O)N2CCCC(C(=O)c3ccc4ccccc4c3)C2)cn1 (centres undefined) | x | -8% | -2% | -13 | -11% | 128%[activator]
Cc1ccccc1NC(=O)COC(=O)c1cccnc1 | 6% | x | 1% | 1 | 7% | -11%
Cn1nnnc1SCC(=O)Nc1ccc(N2CCOCC2)cc1 | 15% | -19% | -1% | u | -3% | -12%
CCOC(=O)[C@H]1[C@H]2COc3ccc(Cl)cc3[C@@H]2N2C(=O)c3ccc(F)cc3NC(=O)[C@@]12C | -26% | -6% | x | -3 | 0% | -42%
Cc1nc2ccccc2c2c(N)c3ccccc3n12 | -29% | 7% | -18% | -63* | 7% | -22%
Cc1ccc(-c2onc3ccc(C(=O)/C=C/N(C)C)cc23)cc1 | u | 1% | 4% | u | -15% | -42%
O=C(C1=C[C@H](c2csc3ccccc23)C[C@H](OCCCCO)O1)N1CCN(Cc2ccc3c(c2)OCO3)CC1 | u | 12% | -14% | -14 | 9% | 210%[activator]
Cc1cc(F)ccc1S(=O)(=O)N1CCCOC1CNC(=O)C(=O)NCc1cccnc1 (centres undefined) | u | -12% | x | 35 | -1% | 11%
CCN(CC)C(=O)C1CCCN(c2ccc([N+](=O)[O-])cc2[N+](=O)[O-])C1 (centres undefined) | -15% | -9% | 1% | u | -5% | 19%
CC(C)(C)NC(=O)Cn1c(SCC(=O)N2CCCCCC2)nc2ccccc21 | -2% | 5% | 1% | -8 | -3% | 18%
CCC(=O)Nc1nc2ccccc2n1Cc1ccccc1C | u | -11% | u | -82* | -11% | -3%
COCCNC(=O)CSc1cn(CC(=O)N2CCCCCC2)c2ccccc12 | x | 3% | x | 49 | 3% | x
COc1ccc(-c2nc(CS(=O)CC(=O)NC3CCCC3)c(C)o2)cc1 (centres undefined) | 4% | u | -9% | 2 | -12% | 0%
CC(Oc1ccccc1F)C(=O)NNC(=O)CC(C)c1ccccc1 (centres undefined) | 4% | 3% | x | -19 | u | -8%
C/C(N)=C(/C#N)C(=O)COC(=O)C1CCN(S(=O)(=O)c2cccs2)CC1 | 4% | x | x | 14 | x | -18%
Cc1cccc(C2NS(=O)(=O)N=C2N)c1 (centres undefined) | 2% | 0% | 4% | 3 | 2% | -2%
COc1ccc(CN2CCCCCC2)c(C)c1C | u | -1% | -3% | 0 | -4% | -21%
COc1ccccc1NC(=O)c1ccc(COc2ccccc2Br)o1 | u | -24% | 2% | 14 | 1% | -37%
COc1ccc(CCN(CC(=O)NC2CCCC2)C(=O)Cn2nnc(-c3ccc(C)o3)n2)cc1OC | -22% | 0% | -1% | 32 | -5% | 67%[activator]
O=[N+]([O-])c1cc(C(F)(F)F)cc([N+](=O)[O-])c1NCCN1CCNCC1 | u | -19% | 1% | -38 | -6% | -2%
CC(Nc1cccc2ccccc12)C(=O)N/N=C/c1ccc([N+](=O)[O-])cc1 (centres undefined) | 0% | -10% | u | -6 | u | -27%
O=C(Nc1ccc(-n2ccc(C(F)(F)F)n2)cc1)Nc1cccc(Cl)c1 | x | 33% | 2% | -84* | -3% | -47%
Cc1cccc(NC(=O)C2CCCN(S(=O)(=O)c3c(C)n[nH]c3C)C2)c1 (centres undefined) | x | 15% | x | 37 | 2% | x
COc1ccc(S(=O)(=O)c2c(C)c(NS(=O)(=O)c3ccccc3)cc(C)c2O)cc1 | 4% | -18%&-5% | 22% | -63*! | 0%&2% | -34%
COC(=O)c1ccc(NC(=O)c2ccc3nsnc3c2)cc1 | u | 1% | -6% | u | -6% | -27%
O=[N+]([O-])c1cn(Cc2ccc(Cl)cc2)cn1 | 13% | 6% | 3% | 9 | -12% | -13%
COc1ccccc1C(CC(=O)N1CCCC1)c1ccc2c(c1)OCO2 (centres undefined) | 0% | 0% | 5% | u | -6% | 57%
CC(=O)NC(CC(=O)Nc1cc(Cl)ccc1-n1cncn1)c1ccccc1 (centres undefined) | 1% | -3% | x | 1 | u | -13%
CC(C)(C)CC(=O)NCCCCCCNC(=O)CC(C)(C)C | 8% | 1% | 0% | 41 | -13% | 26%
CCCCNC(=O)CSc1nc2nc(C)c(Cc3ccccc3C)c(C)n2n1 | x | 8% | x | -25 | -1% | x
Cn1nc(C(=O)Nc2ccc(S(=O)(=O)N3CCCCC3)cc2)ccc1=O | -15% | -7% | 5% | 31 | u | -1%
O=C(Cc1ccccc1)N1CCN(CC2CC=CCC2)CC1 (centres undefined) | 7% | -8% | u | 14 | 3% | 28%
O=C(CNCc1ccccc1Cl)Nc1ccc2c(c1)OCCO2 | 5% | -3% | u | 0 | -6% | -9%
Cc1ccc(NC(=O)C(=O)NCc2ccco2)c(C)c1 | u | -14% | 1% | 26 | 3% | -6%
CCc1cccc2c(C(=O)COC(=O)/C=C/c3ccccc3OC)c[nH]c12 | u | -3% | 3% | -8 | -3% | -29%
COc1cccc(-c2nnc(SCc3nc4ccccc4s3)n2C)c1 | 14% | -15% | 0% | 36 | u | -18%
CCn1cc(/C=C(\NC(=O)c2ccccc2)C(=O)N2CCOCC2)c2ccccc21 | 7% | -1% | 2% | 20 | u | 77%[activator]
COc1ccc2c(CNCCc3ccco3)c(C(=O)O)n(Cc3ccc(F)cc3)c2c1 | x | u | x | -1 | -2% | x
CCOC(=O)c1c(C)n(C)c2cc(Br)c(C)cc12 | 8.9µM* | -16% | 4% | -34 | -12% | 21%
COC(=O)c1cc(S(=O)(=O)NC2CCCCC2)cn1C | 10% | 12% | x | -27 | u | -11%
COc1cc(NC(=O)c2nc3ccccc3n(C)c2=O)cc(OC)c1OC | x | 2% | x | 8 | -6% | x
CCOc1ccc(C(=O)NCC(c2cccs2)N(C)C)cc1OCC (centres undefined) | u | 0% | 1% | -4 | u | -10%
Cc1nn(CC(=O)NCCCN2CCOCC2)c(C)c1[N+](=O)[O-] | -3% | -10% | 1% | -18 | 3% | -18%
COc1cccc(NC(=O)Cn2c(=O)oc3cc(S(=O)(=O)N4CCCCC4)ccc32)c1 | x | -6% | x | -6 | 0% | x
CC(C)Cn1cc(C(=O)N2CCOCC2)c2c3ccccc3n(C)c2c1=O | 17% | 0% | 1% | 20 | 0% | 9%
O=C(CC1CCCCC1)NCc1ccccn1 | 19% | 1% | 1% | 64 | 1% | -16%
Cc1cccc(N(C(=O)c2csnn2)C(C(=O)NC(C)(C)C)c2cccs2)c1 (centres undefined) | -10% | 2% | 4% | 9 | 1% | -1%
Cc1ccc(SC[C@H](C)CN2CC[C@H](C)CCC2=O)cc1 | -16% | -8% | -6% | 153 | u | 100%[activator]
CC(=O)NC1=NN(C(C)=O)C(c2ccc(C)cc2)S1 (centres undefined) | 2% | 12% | 0% | 22 | 6% | -3%
CC(C)C(=O)NCCc1nc2ccccc2n1CCc1ccccc1 | 13% | x | 0% | u | 4% | 27%
S=C(Nc1ccc(Cl)cc1)N1CCCCC1 | 8% | 0% | 3% | -30 | 0% | -54%
Cc1ccc(Cn2nnnc2CN2CCC(n3nnc4cc(C(F)(F)F)ccc43)CC2)cc1 | u | -1% | -6% | 4 | u | 78%[activator]
COc1ccc(-c2[nH]nc3c2C2(C(=O)N(CC(=O)O)c4ccccc42)C(C#N)=C(N)O3)cc1OC (centres undefined) | 19% | 1% | -8% | 7 | u | -27%

Single values from above:
CC(=O)NC1=NN(C(C)=O)C(c2ccc(C)cc2)S1 (centres undefined) in Sm TGR inh: 12%
COc1ccc(-c2[nH]nc3c2C2(C(=O)N(CC(=O)O)c4ccccc42)C(C#N)=C(N)O3)cc1OC (centres undefined) in Sm TGR inh: 1%
S=C(Nc1ccc(Cl)cc1)N1CCCCC1 in HCMV inh: -30
CCOC(=O)c1c(C)n(C)c2cc(Br)c(C)cc12 in AmpC inh detg: -12%
Cc1nn(CC(=O)NCCCN2CCOCC2)c(C)c1[N+](=O)[O-] in AmpC inh detg: 3%
COc1cc(NC(=O)c2nc3ccccc3n(C)c2=O)cc(OC)c1OC in AmpC inh detg: -6%
Cc1ccc(SC[C@H](C)CN2CC[C@H](C)CCC2=O)cc1 in HCV inhibitor: -16%

2 of the compounds above, in markdown:
| molecule | HCV inhibitor | Sm TGR inh | FBPA Giardia inh | HCMV inh | AmpC inh detg | AmpC inh no detg |
| --- | --- | --- | --- | --- | --- | --- |
| Cc1cccc(N(C(=O)c2csnn2)C(C(=O)NC(C)(C)C)c2cccs2)c1 (centres undefined) | -10% | 2% | 4% | 9 | 1% | -1% |
| CC(Oc1ccccc1F)C(=O)NNC(=O)CC(C)c1ccccc1 (centres undefined) | 4% | 3% | x | -19 | u | -8% |

(more compounds)
SMILES | HCV inhibitor | Sm TGR inh | FBPA Giardia inh | HCMV inh | AmpC inh detg | AmpC inh no detg
CCOc1cc(C2Nc3ccccc3NC3=C2C(=O)CC(C)(C)C3)ccc1OC(C)=O (centres undefined) | 19% | 2% | 10% | 27 | 3% | 21%
O=C(COC(=O)c1cc(S(=O)(=O)N2CCOCC2)ccc1F)c1ccccc1 | 4% | x | x | 97 | x | 3%
COc1cccc(C2C=C(Nc3ccccc3)C(=O)N2c2ccccc2)c1 (centres undefined) | 5% | -7% | -13% | u | 4% | -57%
CNS(=O)(=O)c1ccc2c3c(cccc13)C(=O)N2C | 0% | -5% | -9% | 9 | -17% | -8%
Cc1ccc(C)c(-c2nnc(NC(=O)CCS(=O)(=O)c3ccc(F)cc3)o2)c1 | 13% | -10% | x | -9 | -7% | -1%
O=C(NCCn1c(C(F)(F)F)nc2cc(C(F)(F)F)ccc21)[C@H]1CCCN1c1nc(CN2CCCCC2)cs1 | -12% | 5% | -1% | x | 1% | 6%
CCNC(=S)Nn1cnc2ccccc21 | 23% | -21% | -4% | -20 | 7% | -15%
COc1ccc(CN(C)C(=O)CCc2ccc(S(=O)(=O)N3CCCCCC3)cc2)c(OC)c1 | u | -6% | x | -13 | -8% | 69%[activator]
COc1ccc(CCN2CC(C(=O)NCc3cc(C)on3)CCC2=O)cc1 (centres undefined) | 7% | 3% | 25% | -9 | -11% | -7%
COc1ccc(-n2nc(C(=O)NCC(=O)N(C)Cc3ccccc3)c3ccccc3c2=O)cc1OC | -4% | 4% | 2% | u | u | 117%[activator]

High-throughput results (PubChem)
